Screens deposited in PubChem BioAssay by several laboratories.
RmlCD inh 1536: blocks M. tuberculosis RmlC and RmlD coupled enzymes. P9WH09+P9WH11. RmlC+RmlD coupled enzyme assay, percent inhibition; primary screen in compound mixtures. inhibition, % at 3.6 µM. 0.03% of 160,000 active. AID 1533; in the data active means inhibition mostly above about 34%, no sharp cut-off; inconclusive means no clear call, values can overlap the other calls; inactive means mostly below about 22%; further: some results filed as inactive read as strong as hits
Target sequence (P9WH09 whole entry, looked up): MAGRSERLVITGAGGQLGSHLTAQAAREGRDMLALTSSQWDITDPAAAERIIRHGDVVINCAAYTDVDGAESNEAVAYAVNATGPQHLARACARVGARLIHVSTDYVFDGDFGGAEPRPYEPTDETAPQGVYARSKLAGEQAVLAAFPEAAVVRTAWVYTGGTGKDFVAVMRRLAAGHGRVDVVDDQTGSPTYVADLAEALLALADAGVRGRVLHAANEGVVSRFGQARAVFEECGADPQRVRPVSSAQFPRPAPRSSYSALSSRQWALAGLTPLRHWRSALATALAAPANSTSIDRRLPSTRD
Target sequence (P9WH11 whole entry, looked up): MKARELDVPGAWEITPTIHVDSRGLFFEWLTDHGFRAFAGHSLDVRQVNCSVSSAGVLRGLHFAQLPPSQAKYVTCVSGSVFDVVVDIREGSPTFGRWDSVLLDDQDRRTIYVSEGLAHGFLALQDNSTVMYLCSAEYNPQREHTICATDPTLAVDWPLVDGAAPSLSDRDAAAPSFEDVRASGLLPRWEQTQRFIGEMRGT
M. tuberculosis GlmU: inhibition of mycobacterial GlmU enzyme – biochemical, glucosamine-1-phosphate acetyltransferase (AID 1376) | one-dose inhibition, %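 (tested at 30 µM in the primary screen)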; IC50 in µM for titrated hits | 0.25% of 220,000 active | M. tuberculosis GlmU acetyltransferase enzyme assay; higher % means a stronger effect; in the data active means inhibition above about 13%; inconclusive means no clear call, values can overlap the other calls;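 further: 0% = complete reaction with vehicle and 100% = reaction without substrate; strong numbers were not always called active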
The depositor's hits bear a star; ? = inconclusive; . = no result given.

#1 O=C(NCCN1CCOCC1)c1ccc(Cl)cc1
#2 O=C(O)CCCCCCCC(=O)O
#3 CN1CCC(=C2c3ccccc3CC(=O)c3sccc32)CC1
#4 CN1CCN(c2c(F)cc3c(=O)c(C(=O)O)cn4c3c2SCC4)CC1
#5 CCN1CC(CCN2CCOCC2)C(c2ccccc2)(c2ccccc2)C1=O (stereo not drawn)
#6 COc1ccc(S(=O)(=O)Nc2nnc(CC(C)C)s2)cc1
Compound | 1 | 2 | 3 | 4 | 5 | 6
RmlCD inh 1536 | . | . | ? | -8.9 | . | 38.1
M. tuberculosis GlmU | 2.0% | -3.6% | -3.1% | 3.8% | -4.7% | 3.7%

#7 CCC12CCCN3CCc4c(n(c5ccccc45)C(O)(C(=O)OC)C1)C32 (stereo not drawn)
#8 CN(C)CCOC(=O)C(c1ccccc1)C1(O)CCCC1 (stereo not drawn)
#9 CC(=O)O[C@@]12CO[C@@H]1C[C@H](O)[C@@]1(C)C(=O)[C@H](O)C3=C(C)[C@@H](OC(=O)[C@H](O)[C@@H](NC(=O)OC(C)(C)C)c4ccccc4)C[C@](O)([C@@H](OC(=O)c4ccccc4)[C@H]21)C3(C)C
#10 O=C1CCc2cc(OCCCCc3nnnn3C3CCCCC3)ccc2N1
#11 CC(C)(C(=O)c1cccnc1)c1cccnc1
#12 CN(CCOc1ccc(NS(C)(=O)=O)cc1)CCc1ccc(NS(C)(=O)=O)cc1
Compound | 7 | 8 | 9 | 10 | 11 | 12
RmlCD inh 1536 | . | . | 6.6 | -7.3 | . | -11.4
M. tuberculosis GlmU | 1.3% | 4.1% | 5.7% | -6.4% | -2.0% | 6.7%

#13 O=C(OC1C[C@@H]2CC3C[C@H](C1)N2CC3=O)c1c[nH]c2ccccc12 (stereo partly drawn)
#14 CCCc1cc(C(N)=S)ccn1
#15 CCN(CC)CCOC(=O)C(c1ccccc1)c1ccccc1
#16 Cc1ccsc1/C=C/C1=NCCCN1C
#17 C[C@]12CC[C@H]3C(=CCc4cc(O)ccc43)[C@@H]1CCC2=O
#18 CC1(C)Oc2ccc(C#N)cc2[C@@H](N2CCCC2=O)[C@@H]1O
#19 COc1cc2c(c(OC)c1OC)-c1c(cc(OC)c(OC)c1OC)C[C@H](C)[C@H](C)C2
#20 O=C(c1ccccc1)c1ccc2n1CCC2C(=O)O (stereo not drawn)
Compound | 13 | 14 | 15 | 16 | 17 | 18 | 19 | 20
RmlCD inh 1536 | . | 0.1 | . | . | . | . | 10.2 | .
M. tuberculosis GlmU | 3.0% | 1.2% | -2.9% | 0.3% | 1.0% | 1.7% | 2.3% | -1.6%

Sorted by length of the SMILES (ascending): three of the compounds above
#14 CCCc1cc(C(N)=S)ccn1
#20 O=C(c1ccccc1)c1ccc2n1CCC2C(=O)O (stereo not drawn)
#15 CCN(CC)CCOC(=O)C(c1ccccc1)c1ccccc1
Compound | 14 | 20 | 15
RmlCD inh 1536 | 0.1 | . | .
M. tuberculosis GlmU | 1.2% | -1.6% | -2.9%

Among those listed so far, two have a carbonyl joined to an NH by a bond outside any ring:
#1 O=C(NCCN1CCOCC1)c1ccc(Cl)cc1
#9 CC(=O)O[C@@]12CO[C@@H]1C[C@H](O)[C@@]1(C)C(=O)[C@H](O)C3=C(C)[C@@H](OC(=O)[C@H](O)[C@@H](NC(=O)OC(C)(C)C)c4ccccc4)C[C@](O)([C@@H](OC(=O)c4ccccc4)[C@H]21)C3(C)C
Compound | 1 | 9
RmlCD inh 1536 | . | 6.6
M. tuberculosis GlmU | 2.0% | 5.7%

A portion of the library; the hit share may differ from the screen's.
